PI5P4K alpha inh – qHTS for Inhibitors of phosphatidylinositol 5-phosphate 4-kinase (PI5P4K) | PI5P4Kalpha enzyme, ADP-Glo luminescence, 60 min; hits give low values | max response, % | 330,000 tested, 1.2% active | AID 652105, 2013; active = max response of -50% or lower; inconclusive = between -30% and -50%; inactive = -30% or higher; note: value at the top dose of about 77 µM; % is set by controls: 0 for no effect and ±100 for the full control effect
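Reactions run in 0.038 M HEPES pH 7.4, 0.28 mM EGTA, 0.1% CHAPS and 5% DMSO, with PI5P4Kalpha, substrate, compound and 5 microM ATP final, one hour at room temperature. Readout is ADP-Glo luminescence.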
GLP1R ag – qHTS of GLP-1 Receptor Agonists; Glucagon-like peptide 1 receptor (Homo sapiens), P43220; HEK293 GLP-1R CRE-luciferase, luminescence, 4-6 h; cells express a hypersensitive GLP-1R form; Potency, µM (titrated, usually from 45.6 µM), for inactives: top-dose activation, actives largely listed as activators; 380,000 tested, 0.007% active; AID 624172, 2012; note: potency is the fitted concentration of half-maximal effect; % of control where 0% means no effect
Target sequence (P43220 whole entry, looked up): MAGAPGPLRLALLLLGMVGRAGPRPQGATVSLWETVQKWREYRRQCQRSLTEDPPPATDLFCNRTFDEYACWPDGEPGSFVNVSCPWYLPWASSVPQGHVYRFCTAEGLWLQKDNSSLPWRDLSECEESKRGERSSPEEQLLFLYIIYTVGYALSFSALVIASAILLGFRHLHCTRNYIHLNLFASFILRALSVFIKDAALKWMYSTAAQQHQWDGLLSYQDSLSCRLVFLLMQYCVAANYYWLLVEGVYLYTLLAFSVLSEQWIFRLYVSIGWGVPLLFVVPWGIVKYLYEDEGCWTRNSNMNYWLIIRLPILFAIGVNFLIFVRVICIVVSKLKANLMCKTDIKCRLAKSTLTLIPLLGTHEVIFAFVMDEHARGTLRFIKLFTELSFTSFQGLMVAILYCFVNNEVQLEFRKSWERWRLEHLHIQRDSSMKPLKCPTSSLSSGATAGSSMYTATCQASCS
GLP1R inv ag – qHTS of GLP-1 Receptor Inverse Agonists (Inhibition Mode) | HEK293 GLP-1R CRE-luciferase, luminescence, 24 h; GLP-1R form is constitutively active | 410,000 tested, 1.6% active | AID 624417, 2012 | Potency, µM (series often up to 38.3 µM), without a hit: at the top dose activity change, negative = inhibition, actives largely listed as inhibitors; note: potency is the fitted concentration of half-maximal effect; % is set by controls: 0 for no effect and ±100 for the full control effect; nearly all actives have a fitted effect of over 55% in size
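Inverse agonism was detected as reduced cAMP-driven luciferase luminescence after 24 h compound treatment. The cells were HEK293 clones expressing constitutively active human GLP-1R with the reporter. Reporter-only and GPR119 cell lines served as counterscreen controls.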
EPAC1 antag – qHTS for Antagonist of cAMP-regulated guanine nucleotide exchange factor 3 (EPAC1): primary screen; EPAC1 GEF assay, Rap1b-BODIPY-GDP exchange fluorescence; Potency, µM (top dose mostly 115 µM), for the others: at the top dose activity change, negative = inhibition, usual class: inhibitors; Rap guanine nucleotide exchange factor 3 (Homo sapiens), O95398; 360,000 tested, 0.14% active; AID 720709, 2013;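 note: potency is the fitted concentration of half-maximal effect; plate controls were vehicle for no effect and positive control for full effect; nearly all actives have a fitted effect of over 50% in size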
PTHR1 agonist – qHTS for PTHR1 Agonists: Primary Screen; Parathyroid hormone/parathyroid hormone-related peptide receptor (Homo sapiens), Q03431; HEK293 GP2 PTHR1 cells, GloSensor cAMP luminescence, 1 h; Potency, µM (doses to about 115 µM), for inactives: top-dose activation, hits mostly activators; 410,000 tested, 0.075% active; note: potency is the fitted concentration of half-maximal effect; nearly all actives have a fitted effect of over 55% in size; some results filed as inactive show a strong effect at the top dose; inactives centre near -15; many of its hits are not listed in these tables
Target sequence (Q03431 whole entry, looked up): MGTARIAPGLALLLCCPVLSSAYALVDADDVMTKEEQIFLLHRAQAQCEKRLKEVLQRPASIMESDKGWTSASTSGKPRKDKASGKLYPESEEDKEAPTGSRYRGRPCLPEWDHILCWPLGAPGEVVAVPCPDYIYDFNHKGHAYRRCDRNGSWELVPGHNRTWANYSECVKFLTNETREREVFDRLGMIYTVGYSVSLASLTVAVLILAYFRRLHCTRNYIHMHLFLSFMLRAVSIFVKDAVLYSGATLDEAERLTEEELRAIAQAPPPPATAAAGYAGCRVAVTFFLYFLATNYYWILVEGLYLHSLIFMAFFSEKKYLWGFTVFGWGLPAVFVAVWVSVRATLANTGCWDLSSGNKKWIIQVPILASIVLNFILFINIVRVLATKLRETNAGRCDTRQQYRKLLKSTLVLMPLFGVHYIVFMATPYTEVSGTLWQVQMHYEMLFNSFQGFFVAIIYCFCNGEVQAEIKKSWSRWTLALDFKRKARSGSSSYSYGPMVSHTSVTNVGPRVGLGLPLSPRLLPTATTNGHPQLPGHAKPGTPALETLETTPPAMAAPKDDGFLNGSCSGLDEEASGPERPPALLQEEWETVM
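HEK-293-derived GP2 cells expressing PTHR1 and a GloSensor cAMP reporter, 3,000/well, plated overnight, given luciferin plus IBMX (each 0.5 mM as added) for 1 h at 37 °C, then compound for 1 h at 37 °C. Luminescence was read after 15 min at room temperature.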
EPAC1 agonist – qHTS for Agonist of cAMP-regulated guanine nucleotide exchange factor 3 (EPAC1): primary screen. 360,000 tested, 0.073% active. Potency, µM (series often up to 154 µM), inactives show top-dose activation, actives largely listed as activators. EPAC1 agonist qHTS, biochemical assay; response scale: 100% = response to 6.5 mM cAMP. Rap guanine nucleotide exchange factor 3 (Homo sapiens), O95398. AID 720707, 2013; note: potency is the fitted concentration of half-maximal effect; nearly all actives have a fitted effect of over 60% in size
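Multi-concentration qHTS readout: loss of Rap1B-bound BODIPY-GDP fluorescence driven by 100 nM EPAC1 with excess GDP (50 uM), monitored kinetically at room temperature; agonist response expressed relative to 6.5 mM cAMP.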
PLK1 PBD inh – qHTS for Inhibitors of PLK1-PDB (polo-like kinase 1 - polo-box domain): Primary Screen; Plk1 PBD binding of FITC phosphopeptide, fluorescence polarization; Potency, µM, inactives show max response, negative = inhibition, actives largely listed as inhibitors; 360,000 tested, 2.8% active; note: potency is the fitted concentration of half-maximal effect; series mostly up to about 57 µM; % is set by controls: 0 for no effect and ±100 for the full control effect; nearly all actives have a fitted effect of over 65% in size
IL-2 act – qHTS of IL-2 Activators | IL-2 activation reporter assay, cell-based qHTS; stimulated with anti-CD3/CD4/CD28 beads; in transgenic mouse T cells | activation, % (series mostly up to about 46 µM) | 360,000 tested, 0.065% active | AID 652025, 2013; in the data active = activation above about 50%; inconclusive = mostly about 30% to 49%; note: 0% is about no effect
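Screening format: compound pinned onto unstimulated transgenic mouse T cells, 60 min incubation, then anti-CD3/anti-CD4/anti-CD28 bead stimulation for 18 hours at 37 degrees C, followed by EGFP and DsRed detection.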
GLP1R cytotox – qHTS of GLP-1 Receptor Inverse Agonists: Cytotox Screen; AID 624418, 2012; 410,000 tested, 0.13% active; HEK293 cAMP-luciferase reporter cells, luminescence, 24 h; Potency, µM (doses to about 38.3 µM), inactives show top-dose activity change, negative = inhibition, most hits filed as inhibitors;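 note: loss of luciferase light is scored as toxicity; potency is the fitted concentration of half-maximal effect; % is set by controls: 0 for no effect and ±100 for the full control effect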
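Quantitative HTS format, 1536 wells, 200 cells/uL seeded. Compounds: 23 nL, 24 h, 37 °C. Detection: luciferase reagent, luminescence at 12 min RT; decreased signal taken as cytotoxic.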
* marks the source's active call; other numbers are inactive results; i = inactive; ? = inconclusive; . = no result given; [ ] = remark or other dose. Unless noted, calls come from the whole dose curve; as a rule, active = well fitted curve in the direction sought with a large enough effect; inconclusive = small, poorly fitted or top-dose-only effect, or another doubt; inactive = no such curve, though single readings can be large; an effect the other way counts as inactive or inconclusive. A portion of the library; count on the stated rates, not on these rows.

Values run as follows: PI5P4K alpha inh	GLP1R ag	GLP1R inv ag	EPAC1 antag	PTHR1 agonist	EPAC1 agonist	PLK1 PBD inh	IL-2 act	GLP1R cytotox
CCn1cc(CNC(=O)C2CCC(=O)N(Cc3ccc(Cl)cc3)C2)cn1 (stereo not given)
→ 2	3%	3%	0%	i	-2%	-16%	-1.2	-15%
S=c1nccc(-c2cccs2)[nH]1
→ -1	-12%	-1%	-1%	i	10%	12µM*	-0.7	3%
Fc1ccccc1CSc1ccc(-c2ccco2)nn1
→ -15	15%	?	-26%	-28%	12%	?	-0.5	-4%
COC(=O)[C@@]12C[C@@H](CC(=O)NCc3ccc(C)o3)C(=O)N(Cc3ccccc3)C1=CCC(C)(C)C2
→ -17	.	?	-18%	-5%	-5%	-15%	-0.3	-10%
N/C(=N\OC(=O)c1ccc(Br)cc1)c1ccncc1
→ -2	3%	13%	30%[activator]	-30%	-1%	-5%	-2.4	2%
CCNC(=O)N1CCCC(C(=O)c2ccc(-c3ccccc3)cc2)C1 (stereo not given)
→ -2	-6%	?	9%	-32%[inhibitor]	-3%	2%	0.0	0%
O=C(N/N=C/c1cc(Br)cc(Cl)c1O)c1ccc2c(c1)OCO2
→ -28	4%	2.5µM*	4%	-8%	-3%	2%	5.1	?
CC(C)NC(=O)C1CCN(C2CCN(Cc3ccc4cccc(F)c4n3)CC2)CC1
→ -4	3%	6%	4%	14%	-5%	-3%	0.1	-11%
CC1CCCCC1NC(=O)c1cccc(S(=O)(=O)N2CCN(Cc3ccccc3)CC2)c1 (stereo not given)
→ 11	4%	?	-5%	-84%[inhibitor]	5%	-6%	-3.8	-11%
CCSC1=N/C(=C/c2ccsc2)C(=O)N1c1ccccc1
→ 4	23%	-20%	-5%	i	13%	-3%	-1.0	9%
CC(C)(C)OC(=O)N1Cc2ccccc2C[C@H]1C(=O)NCC(=O)NC1CCCC1
→ -1	10%	5%	-6%	i	-1%	-22%	-1.7	-6%
Cc1cc(C)cc(NC(=S)NCc2ccc(S(N)(=O)=O)cc2)c1
→ -7	0%	10%	3%	i	-3%	?	0.5	10%
O=C(Nc1ccncc1)c1ccc(NS(=O)(=O)c2ccc3[nH]c(=O)[nH]c3c2)cc1
→ -13	-4%	17%	3%	i	6%	-3%	-2.9	20%
CCOc1ccccc1NC(=S)N1CCN(c2ccccc2)CC1
→ 5	2%	-20%	7%	i	13%	3%	-0.7	1%
CC(C)C(=O)Nc1ccc(-c2nc3cccnc3o2)cc1
→ .	-8%	-13%	11%	-19%[57.5 µM]	-1%	0%	-0.3	-6%

Some of these compounds in order of length of the SMILES, low to high:
Values run as follows: PI5P4K alpha inh	GLP1R ag	GLP1R inv ag	EPAC1 antag	PTHR1 agonist	EPAC1 agonist	PLK1 PBD inh	IL-2 act	GLP1R cytotox
S=c1nccc(-c2cccs2)[nH]1
→ -1	-12%	-1%	-1%	i	10%	12µM*	-0.7	3%
CC(C)C(=O)Nc1ccc(-c2nc3cccnc3o2)cc1
→ .	-8%	-13%	11%	-19%[57.5 µM]	-1%	0%	-0.3	-6%
O=C(Nc1ccncc1)c1ccc(NS(=O)(=O)c2ccc3[nH]c(=O)[nH]c3c2)cc1
→ -13	-4%	17%	3%	i	6%	-3%	-2.9	20%

(continued)
Values run as follows: PI5P4K alpha inh	GLP1R ag	GLP1R inv ag	EPAC1 antag	PTHR1 agonist	EPAC1 agonist	PLK1 PBD inh	IL-2 act	GLP1R cytotox
CC(C)(C)OC(=O)NCc1ccc(NC(=O)c2nc[nH]c2C(=O)NCCN(CCNC(=O)c2[nH]cnc2C(=O)Nc2ccc(CNC(=O)OC(C)(C)C)cc2)CCNC(=O)c2[nH]cnc2C(=O)Nc2ccc(CNC(=O)OC(C)(C)C)cc2)cc1
→ -18	0%	5%	-28%	-22%	-31%[inhibitor]	-1%	-0.5	11%
CN(C(=O)COC(=O)c1ccc2c(c1)OCCO2)C1CCCCC1
→ 0	1%	2%	10%	-21%	-2%	1%	-4.2	4%
Cc1noc(C)c1S(=O)(=O)Nc1ccccc1Oc1ccccc1
→ 0	7%	?	-19%	-7%	7%	-7%	-3.1	9%
COc1ccc(C(=O)NCCNC(=O)c2cc(OCC(F)(F)F)ccc2OCC(F)(F)F)cc1
→ 5	-11%	0%	-10%	0%[57.5 µM]	10%	5%	-0.1	5%
Cc1nc2ncnn2c(C)c1CCC(=O)Nc1csc(N)n1
→ .	-9%	0%	4%	-7%[57.5 µM]	-6%	-1%	-1.0	1%
Cc1ccc2oc(-c3cc(NC(=O)c4ccc5c(c4)OCCO5)cc(C)c3O)nc2c1
→ .	10%	2%	.	-1%	.	.	.	-2%
Cc1cc(C(=O)NCCN2CCCCC2C)n(-c2ccccc2)n1 (stereo not given)
→ 6	0%	-5%	-12%	-16%	-5%	4%	0.7	-2%
Cc1cccc(C2N(c3ccc(F)cc3)C(=O)C3CCCN32)c1 (stereo not given)
→ -7	-3%	4%	-11%	0%	-5%	-2%	-3.0	-2%
Cc1cc2nc(-c3cccc(Cl)c3)c(CC3CCCCC3)n2c(C)c1Br
→ 10	-2%	?	7%	-24%	3%	4%	1.2	2%
Cc1ccc(S(=O)(=O)Nn2c(O)c(C=C3N=c4ccccc4=N3)sc2=S)cc1
→ 6	-3%	?	-28%	i	-2%	?	1.0	?
CC(C)[C@H](NC(=O)c1ccco1)C(=O)OCC(=O)Nc1ccc(Cl)c(S(=O)(=O)N(C)C)c1
→ 2	15%	7%	-14%	-31%[inhibitor]	7%	2%	-2.1	-14%
CCC(C(=O)NC1CCCC1)N(C(=O)c1snc(C(N)=O)c1N)c1ccc(OC)c(OC)c1 (stereo not given)
→ -3	4%	24%	4%	-3%	12%	-5%	-0.1	-6%
Clc1ccc(NNc2ccnc3cc(Cl)ccc23)cc1
→ 0	-4%	0%	6%	i	2%	8%	-2.7	4%
Cc1ccccc1OCC1CN(CN2CCOCC2)C(=O)O1 (stereo not given)
→ 2	-2%	0%	0%	-6%[57.5 µM]	4%	0%	0.5	-9%
O=C(COc1ccc(S(=O)(=O)NC2CCCCC2)cc1Cl)NCC1CCCO1 (stereo not given)
→ 4	10%	-30%	25%	?	-12%	2%	-0.3	-8%

Structural class, the entries above with an aryl methoxy group.
Values run as follows: PI5P4K alpha inh	GLP1R ag	GLP1R inv ag	EPAC1 antag	PTHR1 agonist	EPAC1 agonist	PLK1 PBD inh	IL-2 act	GLP1R cytotox
COc1ccc(C(=O)NCCNC(=O)c2cc(OCC(F)(F)F)ccc2OCC(F)(F)F)cc1
→ 5	-11%	0%	-10%	0%[57.5 µM]	10%	5%	-0.1	5%
CCC(C(=O)NC1CCCC1)N(C(=O)c1snc(C(N)=O)c1N)c1ccc(OC)c(OC)c1 (stereo not given)
→ -3	4%	24%	4%	-3%	12%	-5%	-0.1	-6%

The listing continues:
Values run as follows: PI5P4K alpha inh	GLP1R ag	GLP1R inv ag	EPAC1 antag	PTHR1 agonist	EPAC1 agonist	PLK1 PBD inh	IL-2 act	GLP1R cytotox
COc1ccc(OCCC(=O)OCC(=O)NC(=O)NC2CCCCC2)cc1
→ -1	-4%	8%	-14%	i	-17%	-8%	0.5	20%
Cc1ccccc1S(=O)(=O)Cc1ccc(C(=O)N2CCN(c3ccc(F)cc3)CC2)o1
→ .	1%	-18%	9%	-79%[inhibitor]	7%	2%	22	1%
Cc1ccc(-n2ncc3c2CC(C)(C)CC3NC(=O)CCN2CCCCC2=O)cc1 (stereo not given)
→ -1	-3%	-13%	-5%	i	4%	-13%	-4.6	8%
COc1ccc(NC(=O)CSc2nccc(C)n2)cc1
→ -5	-2%	9%	1%	-3%	-4%	-5%	0.9	-5%
Cc1ccc2nc(/C(C#N)=C\c3ccc(N4CCCCC4)c([N+](=O)[O-])c3)[nH]c2c1
→ .	3%	-20%	2%	-2%	17%	-18%	-1.2	?
O=C(O)Cc1ccc(NC(=O)c2ccc(NC(=O)C3CC3)cc2)cc1
→ 11	-13%	-24%	-24%	-2%	-2%	2%	2.3	-4%
Cc1ccc(NC(=O)c2cc(S(=O)(=O)N3CCOCC3)cn2C)c(C)c1
→ -1	-2%	15%	-26%	i	-13%	-9%	-1.6	-2%
CCCOc1ccc(C2NC(=S)NC(C)=C2C(=O)c2ccccc2)cc1OC (stereo not given)
→ 2	8%	?	-13%	-23%	1%	?	-2.2	?
Cc1ccc(NC(=S)NCC2CCN(C(C)c3ccccc3)C2)cc1C (stereo not given)
→ 1	-5%	?	2%	i	-12%	-2%	1.7	-11%
Cc1ccc2nc(-c3ccncc3)c(NC3CCCC3)n2c1
→ 1	4%	?	-30%	12%	6%	-9%	-0.3	-2%
Cc1ccc(NS(=O)(=O)c2ccc(C(=O)Nc3nncs3)cc2)cc1
→ -17	0%	-9%	3%	-28%	-2%	-22%	-0.5	-1%
Cc1ccc(NC(=O)N2CCCN(C(=O)OC(C)(C)C)CC2)cc1Cl
→ -2	14%	?	-3%	-16%	-1%	-7%	-0.6	-4%
COc1cccc(NC(=O)c2cnn(-c3ccccc3)c2C)c1
→ -9	8%	?	0%	-37%[inhibitor]	7%	-1%	-0.3	-4%
Nc1cccc(Oc2ccc([N+](=O)[O-])cc2)c1
→ -5	-3%	19%	-18%	i	3%	4%	0.1	8%
COc1ccc(C2C(C#N)=C(N)Oc3cc(C)n(CCN4CCOCC4)c(=O)c32)cc1OC (stereo not given)
→ 0	5%	0%	-2%	-11%[57.5 µM]	6%	-7%	-0.2	11%

High-throughput results as filed in PubChem.
